# Screens (PubChem)
# HCT116 bCat-KO: beta-catenin-lacking colon tumor cell growth suppression; HCT116 beta-catenin knockout viability, CellTiter-Glo, 60 h; active compounds read low; viability, % at 10 µM; actives 1.5% (n = 140,000);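 active = viability at or under a set limit, the compound median less 4 SD, cut at about 6% in these data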;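 note: 0% = Hyamine 1622 control at 20 µM and 100% = untreated cell control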
# E-sel TNF inh: TNF alpha driven E-selectin expression inhibition; HUVEC TNFa-induced E-selectin immunofluorescence, high content; inhibition, % at 2 µM; actives 0.71% (n = 120,000); AID 1246;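 active = inhibition above the batch mean plus 3 SD, and confirmed as a hit on visual image review, cut at about 43% in these data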;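 note: 0% = TNF-stimulated DMSO wells and 100% = unstimulated control wells; not every result past the cut was called active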
# MRP-1 activ: activators of MRP-1; H69AR cells + doxorubicin, viability rescue, CellTiter-Glo; viability increase, % at 10 µM; actives 0.61% (n = 140,000); AID 799;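 active = viability gain under doxorubicin at or above a set limit, the compound median plus 3 SD, cut at about 4.7% in these data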;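 note: MRP-1 overexpressing cells given doxorubicin 25 µM after compound pretreatment; 18-22 h compound pretreatment then 72 h with doxorubicin before readout; 0% = doxorubicin-only wells and 100% = vehicle-treated cells without doxorubicin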
# BB579 growth dn: chemicals that inhibit yeast BB579 growth in restrictive medium (lifespan-shortening candidates); S. cerevisiae BB579 growth, OD615, 48 h; inhibition, % at 10 µM; actives 0.51% (n = 140,000);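 active = inhibition above a set limit, 3 SD over the mean compound inhibition, cut at about 44% in these data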; note: inactives centre near -24
#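 Test system: DeaD yeast strain BB579 / Buffer or medium: restrictive glucose-based CSMM-D medium / Doses: single 10 µM dose / Schedule: 4 h cell preincubation, 48 h compound exposure, 30 °C humidified / Technique: culture absorbance at 615 nm / Controls: amphotericin B positive control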
# GALR2 blocker: blocks the human galanin receptor 2. O43603. GALR2-expressing cells, antagonist mode. inhibition, % at 4 µM. actives 0.39% (n = 140,000). AID 828; in the data active = inhibition above about 27%;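 note: cells stimulated with galanin 1-16 at roughly its EC80; 0% = agonist challenge control and 100% = basal control without agonist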
# Target sequence (O43603 whole entry, looked up): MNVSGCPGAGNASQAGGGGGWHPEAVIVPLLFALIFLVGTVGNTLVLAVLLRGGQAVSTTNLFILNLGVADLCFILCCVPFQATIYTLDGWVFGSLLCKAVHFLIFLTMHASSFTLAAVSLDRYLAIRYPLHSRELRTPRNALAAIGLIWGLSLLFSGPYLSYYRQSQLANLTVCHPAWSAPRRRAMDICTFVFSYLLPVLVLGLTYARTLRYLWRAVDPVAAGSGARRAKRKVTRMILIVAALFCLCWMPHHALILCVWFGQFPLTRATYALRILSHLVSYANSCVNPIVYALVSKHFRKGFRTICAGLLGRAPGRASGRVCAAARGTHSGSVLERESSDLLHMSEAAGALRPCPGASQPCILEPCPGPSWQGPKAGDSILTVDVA
# Measles CPE: protection of cells from measles virus | protection (pct of control), % at 4 µM | Measles virus-infected cells, CPE protection, absorbance | actives 1.5% (n = 140,000); in the data active = protection mostly above about 24%, no sharp cut-off; inactive = mostly below about 26%; note: some compounds called inactive have numbers as strong as hits
# NPY-Y2 antag: blocks the human neuropeptide Y Y2 receptor; P49146; NPY-Y2 expressing cells, antagonist mode; inhibition, % at 2.7 µM; actives 0.99% (n = 140,000); in the data active = inhibition above about 17%;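 note: 0% = vehicle with agonist challenge and 100% = reference antagonist with challenge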
# Target sequence (P49146 whole entry, looked up): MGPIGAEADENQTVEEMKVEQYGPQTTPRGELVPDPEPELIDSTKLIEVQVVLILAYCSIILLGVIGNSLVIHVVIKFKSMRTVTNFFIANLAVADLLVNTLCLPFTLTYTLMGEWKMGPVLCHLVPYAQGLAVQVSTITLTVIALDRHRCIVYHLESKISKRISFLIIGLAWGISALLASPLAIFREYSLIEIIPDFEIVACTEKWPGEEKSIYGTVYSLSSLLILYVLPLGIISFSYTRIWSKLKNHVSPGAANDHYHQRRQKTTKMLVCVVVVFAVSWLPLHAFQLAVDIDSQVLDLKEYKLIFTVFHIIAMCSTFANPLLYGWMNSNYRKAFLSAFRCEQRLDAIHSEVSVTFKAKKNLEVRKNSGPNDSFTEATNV
# Phagocytosis inh: macrophage phagocytosis inhibition | J774A.1 macrophage IgG-bead phagocytosis, imaging | inhibition, % at 5 µM | actives 0.07% (n = 110,000) | AID 1029;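 active = inhibition above the mean of the plate negative controls plus 5 SD, cut at about 13% in these data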;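 note: phagocytic index as fraction of beads internalized from green versus red external bead signal; plate controls were DMSO negative control for no effect and cytochalasin-D positive control for full effect; some results beyond the cut were filed as inactive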
# PTEN del growth: growth suppressors of cells with PTEN tumor suppressor deletion; HCT116 PTEN-null viability, CellTiter-Glo, 60 h; active compounds read low; viability, % at 10 µM; actives 1.2% (n = 140,000);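 active = viability at or below a set limit, 4 SD under the median of all tested compounds, cut at about 3.7% in these data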;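 note: PTEN knockout HCT116 line with beta catenin targeted HCT116 as companion control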
# Yeast lifespan up: yeast lifespan extension. AID 775. actives 0.68% (n = 130,000). S. cerevisiae growth with nicotinamide, OD615; deaD strain in restrictive glucose medium. inhibition of the nicotinamide effect, % at 10 µM;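 active = inhibition above a set limit, placed 3 SD over the median of all compounds, cut at about 26% in these data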;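 note: 0% = nicotinamide-treated wells and 100% = cells grown without nicotinamide; some compounds called inactive have numbers as strong as hits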
#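 assay system = DeaD-strain S. cerevisiae | measured by = absorbance at 615 nm | probe or stimulus = nicotinamide 1.5 mM | buffer or medium = CSMM-D glucose medium, restrictive | times = 48 h at 30 °C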
# * marks the source's active call; other numbers are inactive results; · = not tested or not shown. Compounds as they come. Share with any hit: about 6.2%.
item	Compound	HCT116 bCat-KO	E-sel TNF inh	MRP-1 activ	BB579 growth dn	GALR2 blocker	Measles CPE	NPY-Y2 antag	Phagocytosis inh	PTEN del growth	Yeast lifespan up
1	CCCCC(CCC(=O)Nc1ccc(C(=O)OC)cc1)C(=O)O (stereo not given)	91	-9	-1.6	-25	3	9	7	·	90	-3
2	Cc1cccc(N2C(N)=NC(N)=NC23CCCCC3)c1	98	4	-2.0	5	4	5	-2	-1	99	-15
3	O=C(O)c1ccc(N2C(=O)C3ON(c4ccccc4)C(c4ccccc4F)C3C2=O)cc1 (stereo not given)	102	16	-0.5	-11	-7	31	3	0	102	-8
4	CCn1nc(C)c(NC(=O)/C=C/c2ccc(OC)c(COc3ccc(Cl)cc3Br)c2)c1C	78	-1	7.2*	-27	-8	5	4	·	74	·
5	O=C(O)Cn1cnc2ccccc2c1=O	106	7	0.0	-38	4	16	2	-1	101	1
6	Cc1ccc(NC(=O)CSCC(=O)NC2CCCCC2)cc1	90	·	-0.6	-23	5	36	-1	7	101	8
7	COC(=O)c1ccc2c(c1)C(=O)N(C1CCCCC1)C2=O	110	17	-0.6	-39	-17	5	3	3	88	-22
8	CCC(=O)OC1CC(C)N(C(=O)c2ccccc2)c2ccc(C)cc21 (stereo not given)	80	-3	-1.1	-67	-3	0	1	1	97	2
9	COC(=O)Cn1cc(C(=O)C2CC2)c2ccccc21	97	-2	-1.0	-58	-9	5	2	0	104	-10
10	Cc1ccc(-c2cc3nc(-c4ccccc4)cc(N4CCOCC4)n3n2)cc1	78	10	-1.8	-14	24	2	3	·	84	·
11	CCOC(=O)c1c(C)[nH]c(C)c1C(=O)COC(=O)/C=C/c1ccc(Cl)cc1	90	-5	-1.6	-27	-8	2	1	·	95	-3
12	CC1=C(C(=O)N2CCCCC2)C(c2cccs2)NC(=O)N1 (stereo not given)	91	·	-2.4	-21	-9	14	2	0	90	-4
13	COc1ccc(N2CCN(C(=O)c3ccc(N4C(=O)NC5CC4(C)Oc4ccccc45)cc3)CC2)cc1 (stereo not given)	88	15	1.1	-28	-6	3	0	-2	86	-5
14	CCOc1ccc(NC(=O)C2CCC(CNc3c(N4CCOCC4)c(=O)c3=O)CC2)cc1 (stereo not given)	103	20	-1.0	-14	8	3	1	·	93	0
15	CCOCCCNC(=O)C(Cc1ccccc1)NC(=O)c1ccco1 (stereo not given)	108	-3	-2.2	-24	-5	15	1	0	85	-19
16	Cc1nn(CCC#N)c2nc(-c3ccccc3)cc(C(F)(F)F)c12	98	16	-3.0	-33	-8	19	9	0	86	-4
17	Cc1ccc(CN2CC34C=CC(O3)C(C(=O)NCc3ccc5c(c3)OCO5)C4C2=O)cc1 (stereo not given)	94	·	-2.5	-7	5	25	9	·	97	-11
18	Cc1cc(NC(=O)CSc2ncn(-c3ccccc3)n2)no1	101	-8	-2.6	-44	-9	9	5	·	95	-29
19	CSc1nc2n(n1)C(c1ccccn1)C1=C(CC(C)(C)CC1=O)N2 (stereo not given)	87	9	-1.8	-20	3	3	-1	1	103	-2
20	Cc1ccc(NC2=C(Cl)C(=O)OC2OC(=O)c2ccco2)c(C)c1 (stereo not given)	53	-8	-5.5	-9	3	9	6	·	57	·
21	Cc1ccc(S(=O)(=O)NC2OC(=O)C(Cl)=C2Cl)cc1 (stereo not given)	90	·	-1.3	-29	13	2	2	-4	89	2
22	NS(=O)(=O)c1ccc(CCNC(=S)Nc2ccccc2)cc1	81	·	-3.4	-6	8	·	1	-4	94	3
23	CCOC(=O)C1=C(C)NC2=C(C(=O)CC(C)(C)C2)C1c1ccc(N(C)C)cc1 (stereo not given)	65	2	0.5	-18	2	3	1	·	87	-12
24	Cc1ccc(-c2[nH]c3ccccc3c2SCCNC(=O)c2cc3ccccc3oc2=O)cc1	81	-25	-3.4	-30	5	13	-1	·	76	4
25	CCOCCCNC(=O)c1ccc(N(C)S(=O)(=O)c2ccc(OC)cc2)cc1	94	0	-0.9	-44	5	9	1	1	89	-7
26	COc1ccc(C(=O)NCC2CCCO2)cc1 (stereo not given)	84	8	-0.3	19	7	9	1	-1	107	-10
27	Cc1cc2ccccc2cc(C)c1=O	91	·	-0.5	-8	-2	4	3	-4	95	-14
28	O=C(NCc1ccc2c(c1)OCO2)c1cc(-c2ccc(Cl)cc2Cl)on1	84	5	-3.9	-41	2	1	-3	·	91	-6
29	CCCS(=O)(=O)c1c(S(=O)(=O)CCC)c2c(C)cccn2c1C(N)=O	105	-3	-1.4	-19	8	5	2	·	95	·
30	O=C1N(CC(=O)N2CCc3ccccc32)CCN1Cc1ccc(Cl)cc1	78	3	0.2	-51	-4	5	0	2	92	-7
31	CC(=O)c1cccc(NC(=O)c2cc(Cl)sc2Cl)c1	89	-48	0.7	-26	-2	16	1	-9	94	-7
32	Cc1c(Cl)cccc1NC(=O)CSCC(N)=O	96	-6	-1.5	-12	7	15	-1	1	84	-17
33	COc1cc2c(cc1NC(=O)CSc1nnc(Cc3cccs3)n1Cc1ccco1)oc1ccccc12	40	·	-4.6	-33	2	10	0	1	46	-24
34	CC(=O)N1CCN(C(=O)CCc2nc3sc4c(c3c(=O)[nH]2)CCCC4)CC1	91	-45	-1.2	-23	21	5	2	·	92	-7
35	O=C1N=c2ccccc2=C1c1c(O)n(-c2cccc(F)c2)[nH]c1=O	94	-4	-0.5	-6	9	3	2	4	95	33*
36	Cc1nn(Cc2ccc(C(=O)N3c4ccc(F)cc4CCC3C)o2)c(C)c1Br (stereo not given)	46	·	-2.4	-49	2	13	4	-1	58	-5
37	CN(c1ccccc1)S(=O)(=O)c1cccc(C(=O)Nc2ccc3c(c2)CCC3)c1	64	·	-1.4	-16	-5	4	0	1	57	-3
38	COc1ccc(N(C)C(=O)c2ccc3snnc3c2)cc1	88	-11	-2.1	2	4	1	4	0	99	-6
39	COc1ccc(/C=N/NC(=O)CNC(=O)c2cccs2)cc1	102	-97	2.0	-42	13	13	0	-5	97	1
40	O=C(NC1CCCCCCC1)c1ccc2c(c1)OCO2	81	-4	0.6	-26	5	9	3	0	94	7
41	N#CCCn1c(SCC(=O)Nc2ccc(N3CCOCC3)cc2)nc2ccccc21	99	4	0.0	-33	2	3	4	-1	94	-4
42	CCCCN(CCCC)S(=O)(=O)c1ccc(NC(=O)CN2CCOCC2)cc1	101	-57	-1.2	-10	-6	9	7	1	96	-11
43	Cc1cc(N2C(=O)c3ccc(C(=O)NCc4ccccc4)cc3C2=O)no1	99	-20	-2.9	5	11	0	1	·	90	-16
44	Cn1c(=O)c2c(nc(SCCNS(=O)(=O)c3ccccc3)n2C)n(C)c1=O	95	·	-1.1	-45	3	10	4	0	95	-7
45	COc1ccc(C(=O)NCC(c2cccnc2)N2CCN(c3ccccc3)CC2)cc1OC (stereo not given)	101	-13	-2.4	20	7	30	7	·	87	-13
46	Cc1cc(NC(=O)c2cc([N+](=O)[O-])cc([N+](=O)[O-])c2)n(-c2ccccc2)n1	85	·	-1.3	-14	-17	14	2	-11	71	0
47	CC(=O)Nc1ccc([N+](=O)[O-])cn1	91	18	-1.0	-48	4	5	-1	·	91	1
48	C/C(=N\NC(=O)CSCc1ccc(Cl)cc1)c1ccc2c(c1)OCCO2	86	7	1.7	-20	0	1	3	·	91	-12
49	C=CCn1c(COc2ccccc2)nnc1SCC(=O)O	94	62*	0.1	-5	6	4	2	0	97	-5
50	Cn1ccnc1C(O)c1cc(C(C)(C)C)c(O)c(C(C)(C)C)c1 (stereo not given)	70	12	-4.3	-31	17	5	1	0	80	-10

# Continued.
item	Compound	HCT116 bCat-KO	E-sel TNF inh	MRP-1 activ	BB579 growth dn	GALR2 blocker	Measles CPE	NPY-Y2 antag	Phagocytosis inh	PTEN del growth	Yeast lifespan up
51	CCN(c1ccccc1)S(=O)(=O)c1cc(C(=O)Nc2ccc(F)c(F)c2)ccc1F	4.5*	1	-5.7	-26	2	27	-2	-10	3.4*	-2
52	CC1=C(C(N)=O)C(c2ccc(C)o2)C(C(N)=O)=C(C)N1	99	-5	0.0	-57	-7	3	1	0	104	0
53	COc1ccc(COc2cc(-c3cccc(OC)c3)nc3ccc(NC(=O)c4ccc(N(C)C)cc4)cc23)cc1	36	-7	-3.3	-29	27*	23	2	·	30	2
54	Cc1cc(-c2n[nH]c(=S)o2)c(C)n1-c1ccccc1	68	-30	-3.5	15	-13	18	2	-1	71	-19
55	CCSc1nnc(CCNC(=O)OC(C)(C)C)o1	95	5	-0.7	30	-5	6	1	-2	96	-8
56	CC1(C)Cc2ccccc2-c2nnc(-c3ccc(O)cc3)n21	87	·	-0.7	-68	2	8	2	·	105	-11
57	COC(=O)c1ccc(COc2ccc(-c3nn[nH]n3)cc2)cc1	96	24	-0.9	-44	-7	5	3	-2	99	-2
58	CCOCCCNC(=O)Cc1ccc(OC)c(OC)c1	96	-16	-1.2	-30	-8	10	1	-1	115	-18
59	Cn1nnnc1SCCNCc1ccccc1OCc1ccc(Cl)cc1	42	·	-4.4	-38	0	1	10	-2	43	2
60	COCCCNC(=O)/C=C/c1ccc(Cl)cc1	92	-22	-1.9	-27	-8	12	15	0	91	-22
61	CCOC(=O)CSc1ncnc2c1sc1nc(N3CCOCC3)c3c(c12)CCCC3	73	9	-0.2	-10	-7	13	2	0	74	-11
62	Cc1nnc(SCC(=O)NCc2ccco2)n1-c1ccc(F)cc1	92	6	0.8	-13	1	4	2	·	101	·
63	CCCc1[nH]nc2c1C(c1c(C)nn(-c3ccccc3)c1Cl)C(C#N)=C(N)O2 (stereo not given)	74	-27	-4.7	-37	8	22	0	-1	87	-16
64	Cc1ccc(C2=NNC(C(O)C(O)C(O)C(C)O)S2)cc1 (stereo not given)	94	5	1.7	-14	13	12	1	0	97	-25
65	CC1Cc2ccccc2N1c1ncnc2c1nnn2Cc1ccccc1Cl (stereo not given)	91	-7	0.3	-37	2	3	1	·	84	·
66	CC(=O)O/N=C(/c1nonc1N)N1CCN(c2ccc([N+](=O)[O-])cc2Cl)CC1	82	·	-4.2	-15	6	0	6	-6	85	11
67	Cc1nnc(-c2ccccc2)c(=O)n1/N=C/c1c(O)ccc2ccccc12	4.5*	-28	-3.3	-25	23	20	0	·	4	20
68	COc1ccc(/C=N/c2nc3ccccc3n2CCN2CCCCC2)cc1OC	97	-5	-0.3	6	-5	6	3	-1	90	-7
69	CC(O)C(NS(=O)(=O)c1ccc(Cl)cc1)C(=O)OCC(=O)Nc1cccnc1Cl (stereo not given)	92	5	-1.2	-21	4	3	-2	-3	101	-2

# Two compounds picked at random from those above, as already listed:
item	Compound	HCT116 bCat-KO	E-sel TNF inh	MRP-1 activ	BB579 growth dn	GALR2 blocker	Measles CPE	NPY-Y2 antag	Phagocytosis inh	PTEN del growth	Yeast lifespan up
68	COc1ccc(/C=N/c2nc3ccccc3n2CCN2CCCCC2)cc1OC	97	-5	-0.3	6	-5	6	3	-1	90	-7
69	CC(O)C(NS(=O)(=O)c1ccc(Cl)cc1)C(=O)OCC(=O)Nc1cccnc1Cl (stereo not given)	92	5	-1.2	-21	4	3	-2	-3	101	-2
